PLCg1 inh: PLC-gamma1 (human) inhibition, primary screen | P19174 | purified PLC-gamma1, fluorogenic substrate, fluorescence | inhibition, % at 12.2 µM | 370,000 tested, 0.84% active; in the data active = inhibition above about 9.5%
hcDAF-12 act: H. contortus DAF-12 activation, primary screen. HEK293 hcDAF-12 lit1-tk-luc reporter, luminescence; 0% DMSO, 100% Δ7-dafachronic acid. activation, % at 6.8 µM. 370,000 tested, 1.4% active;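 active = activation above the mean of all tested compounds plus 3 SD, cut at about 5.5% in these data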;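 note: 100% = response to 3 µM Δ7-dafachronic acid high control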
DAX1 inh-1: inhibits human nuclear receptor DAX1; P51843; HEK293 Gal4-DAX1 luciferase reporter, luminescence; inhibition, % at 6.75 µM; 340,000 tested, 0.99% active; AID 504766;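 active = inhibition above the mean over all tested compounds plus 3 SD, cut at about 4.2% in these data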;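 note: 0% = DAX1-transfected cells with DMSO and 100% = empty-vector control cells with DMSO; inhibition shows as a rise in luminescence from relieved DAX1 repression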
HGIII-sPLA2 inh: Inhibits HGIII-sPLA2 liposome hydrolysis, primary screen. Q9NZ20. QFRET BODIPY PC-A2 liposome hydrolysis, fluorescence. inhibition, % at 12.2 µM. 370,000 tested, 0.56% active. AID 743126;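 active = inhibition above mean plus 3 SD of compounds lying within the high and low control bounds, cut at about 19% in these data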;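 note: 0% = median of test compound wells and 100% = no enzyme DMSO wells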
Target sequence (Q9NZ20 whole entry, looked up): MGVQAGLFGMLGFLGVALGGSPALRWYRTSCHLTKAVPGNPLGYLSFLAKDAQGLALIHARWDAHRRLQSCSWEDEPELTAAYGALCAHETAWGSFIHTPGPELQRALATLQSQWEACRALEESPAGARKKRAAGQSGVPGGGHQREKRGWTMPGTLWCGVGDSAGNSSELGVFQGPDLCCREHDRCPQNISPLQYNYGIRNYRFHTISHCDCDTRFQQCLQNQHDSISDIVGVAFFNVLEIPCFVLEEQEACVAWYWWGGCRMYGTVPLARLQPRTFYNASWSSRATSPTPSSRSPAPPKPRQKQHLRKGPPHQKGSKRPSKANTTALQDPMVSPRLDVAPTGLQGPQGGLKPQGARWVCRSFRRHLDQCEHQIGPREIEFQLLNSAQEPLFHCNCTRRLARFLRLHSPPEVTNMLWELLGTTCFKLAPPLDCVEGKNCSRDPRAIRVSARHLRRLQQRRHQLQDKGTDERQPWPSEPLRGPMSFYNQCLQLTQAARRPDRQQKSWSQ
PLC-beta3 inh: blocks human PLC-beta3 enzyme activity. Purified PLC-beta3, fluorogenic substrate, fluorescence. Q01970. 370,000 tested, 0.18% active. AID 720704. inhibition, % at 12.2 µM; in the data active = inhibition above about 11%;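 note: 0% = median of compound wells on plate and 100% = full blocker control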
ADAM10 inh: inhibits human ADAM10 | O14672 | recombinant ADAM10, EDANS/DABCYL FRET peptide cleavage, 3 h | inhibition, % at 7 µM | 370,000 tested, 0.62% active | AID 720582;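 active = inhibition above a per-campaign cutoff equal to the mean of compounds falling between control-based bounds plus 3 SD, cut at about 20% in these data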;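 note: 0% = DMSO wells while the 100% control is not disclosed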
Target sequence (O14672 214-748 limits assumed): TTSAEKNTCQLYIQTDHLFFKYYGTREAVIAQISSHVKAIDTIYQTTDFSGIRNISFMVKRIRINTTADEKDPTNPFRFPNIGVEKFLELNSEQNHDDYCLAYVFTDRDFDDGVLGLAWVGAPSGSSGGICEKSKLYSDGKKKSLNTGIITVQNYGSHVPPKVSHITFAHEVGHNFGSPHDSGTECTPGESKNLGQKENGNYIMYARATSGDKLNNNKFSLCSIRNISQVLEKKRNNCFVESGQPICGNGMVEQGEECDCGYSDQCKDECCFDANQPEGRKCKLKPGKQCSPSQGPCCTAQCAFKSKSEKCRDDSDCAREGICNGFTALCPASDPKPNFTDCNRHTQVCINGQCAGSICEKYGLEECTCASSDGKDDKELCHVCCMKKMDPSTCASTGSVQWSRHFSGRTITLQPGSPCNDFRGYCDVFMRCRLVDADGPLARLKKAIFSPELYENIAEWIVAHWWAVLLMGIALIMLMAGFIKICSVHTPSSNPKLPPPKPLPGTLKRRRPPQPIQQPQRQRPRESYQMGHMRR
FXN GAA850 act: activators of GAA850 frataxin (FXN) promoter. HEK293 lucGAA850 FXN promoter luciferase reporter, 24 h; percent of 10 µM SAHA response. activation, % at 6 µM. 360,000 tested, 0.56% active. AID 540364;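 active = activation above the average of all compounds screened plus 3 SD, cutoff fixed separately per campaign, cut at about 7.5% in these data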;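 note: 0% = DMSO wells and 100% = 10 µM SAHA wells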
hgDAF-12 ag: hgDAF-12 agonism, primary luciferase screen | HEK293 GAL4-hgDAF12 UAS-luciferase reporter, agonist luminescence; normalized to butyrate control | activation, % at 6.8 µM | 370,000 tested, 1.8% active | AID 687014;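 active = activation above a cutoff set at the mean of all screened compounds plus 3 SD, cut at about 10% in these data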;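 note: 0% = DMSO wells and 100% = sodium butyrate wells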
ADAM17 inh: inhibitors of human ADAM17; recombinant ADAM17, EDANS/DABCYL FRET peptide cleavage; inhibition, % at 6.95 µM; 370,000 tested, 0.83% active;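 active = inhibition above the mean of compounds lying between control limits plus 3 SD, set per campaign, cut at about 8.5% in these data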;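 note: 0% = DMSO-only wells as the low control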
DAX1 inh-2: blocks DAX1 repression of SF-1 activated StAR promoter; HEK293T StAR-luciferase reporter, SF-1/DAX-1 repression relief; inhibition, % at 6.8 µM; 370,000 tested, 1.1% active; AID 652010;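 active = inhibition above the mean over all tested compounds plus 3 SD, cut at about 3.6% in these data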;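 note: 0% = DAX-1 cells with DMSO and 100% = cells lacking DAX-1 with DMSO; higher inhibition means more luminescence from relief of DAX-1 repression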
ssDAF-12 act: activates DAF-12 receptor from parasite S. stercoralis; HEK293 ssDAF-12/GRIP1 lit1-tk-luc reporter, luminescence; % of 3 µM dafachronic acid response; 370,000 tested, 1% active; activation, % at 6.8 µM;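 active = activation above the mean over all tested compounds plus 3 SD, cut at about 0.9% in these data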;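 note: 0% = DMSO-only wells and 100% = 3 µM delta7-dafachronic acid wells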
* hit, by the source's call; & = joins results of further samples.

For CC(=O)Nc1ccc(C(=O)N2CCCC(c3cc(C(=O)NCc4cccnc4)no3)C2)cc1 (centres undefined) the results were PLCg1 inh -1, hcDAF-12 act 0.2, HGIII-sPLA2 inh 10, PLC-beta3 inh 1, ADAM10 inh -12, FXN GAA850 act 1.5, hgDAF-12 ag 2.2, ADAM17 inh -5, DAX1 inh-2 -0.2 and ssDAF-12 act -1.1.
For Cc1cccc(N(Cc2cc3cc(C)ccc3[nH]c2=O)C(=O)c2cccs2)c1 the results were PLCg1 inh -1, hcDAF-12 act -2.4, DAX1 inh-1 -0.5, HGIII-sPLA2 inh 1, PLC-beta3 inh -4, ADAM10 inh 3, FXN GAA850 act -3.2, hgDAF-12 ag -0.4, ADAM17 inh 2, DAX1 inh-2 0.1 and ssDAF-12 act -1.6.
Screening CCN(CC)S(=O)(=O)c1ccc(NC(=O)CN(c2ccc(OC)cc2OC)S(C)(=O)=O)cc1 returned PLCg1 inh 3, hcDAF-12 act -1.1, DAX1 inh-1 0.3, HGIII-sPLA2 inh -20, PLC-beta3 inh 2, ADAM10 inh 9, FXN GAA850 act 1.9, hgDAF-12 ag -2.0, ADAM17 inh -1, DAX1 inh-2 -0.9 and ssDAF-12 act -1.0.
Screening Cc1ccccc1NS(=O)(=O)c1cccc(-c2nnc(-c3ccccc3)o2)c1 returned PLCg1 inh 6, hcDAF-12 act -0.8, DAX1 inh-1 0.1, HGIII-sPLA2 inh -13, PLC-beta3 inh 7, ADAM10 inh 16, FXN GAA850 act 2.0, hgDAF-12 ag 1.7, ADAM17 inh 8, DAX1 inh-2 0.1 and ssDAF-12 act -0.9.
For O=C(Oc1ccc2c(-c3ccccc3)cc(=O)oc2c1)C1CCCCC1 the results were PLCg1 inh -308, hcDAF-12 act -1.4, DAX1 inh-1 -0.6, HGIII-sPLA2 inh 0, PLC-beta3 inh -342, ADAM10 inh 3, FXN GAA850 act 0.9, hgDAF-12 ag 4.3, ADAM17 inh 5, DAX1 inh-2 1.2 and ssDAF-12 act -1.0.
COc1ccc(S(=O)(=O)NNC(=O)Nc2ccc(F)cc2F)c(OC)c1 was read as PLCg1 inh -1, hcDAF-12 act 0.1, DAX1 inh-1 -0.9, HGIII-sPLA2 inh -2, PLC-beta3 inh -5, ADAM10 inh -9, FXN GAA850 act -0.4, hgDAF-12 ag -3.1, ADAM17 inh -3, DAX1 inh-2 0.3 and ssDAF-12 act -1.1.
`O=C(CN1C(=O)c2ccccc2S1(=O)=O)Nc1ccc(S(=O)(=O)N2CCCCCC2)cc1` gave PLCg1 inh 2, hcDAF-12 act -1.2, DAX1 inh-1 0.1, HGIII-sPLA2 inh -15, PLC-beta3 inh 2, ADAM10 inh 5, FXN GAA850 act -0.3, hgDAF-12 ag -4.1, ADAM17 inh 0, DAX1 inh-2 -0.5 and ssDAF-12 act -0.9.
CC1CCC(NCCNC(=O)c2ccco2)CC1 (centres undefined) was read as PLCg1 inh 1, hcDAF-12 act 0.3, DAX1 inh-1 -0.7, HGIII-sPLA2 inh 4, PLC-beta3 inh -4, ADAM10 inh -8, FXN GAA850 act 1.4, hgDAF-12 ag -2.6, ADAM17 inh 1, DAX1 inh-2 0.4 and ssDAF-12 act -0.3.
Screening Cc1ccc(C(=O)NCCNc2ccc([N+](=O)[O-])cc2C(F)(F)F)cc1 returned PLCg1 inh 4, hcDAF-12 act -3.4, DAX1 inh-1 -0.6, HGIII-sPLA2 inh -4, PLC-beta3 inh -36, ADAM10 inh 14, FXN GAA850 act 0.0, hgDAF-12 ag 0.8, ADAM17 inh 8.8*, DAX1 inh-2 -0.1 and ssDAF-12 act -1.1.
Screening COC(=O)[C@@]12CCCCC=C1N(CCc1ccc(Cl)cc1)C(=O)[C@H]2CC(=O)NCCc1ccccc1OC returned PLCg1 inh -3, hcDAF-12 act -2.5, HGIII-sPLA2 inh 0, PLC-beta3 inh 1, ADAM10 inh -4, hgDAF-12 ag -3.2, ADAM17 inh -3, DAX1 inh-2 -0.5 and ssDAF-12 act -0.8.
For CCOC(=O)c1ccccc1NC(=O)Cn1c(-c2nonc2N)nc2ccccc21 the results were PLCg1 inh -3, hcDAF-12 act 0.8, DAX1 inh-1 -0.4, HGIII-sPLA2 inh -13, PLC-beta3 inh -6, ADAM10 inh 7, FXN GAA850 act 1.0, hgDAF-12 ag -5.7, ADAM17 inh 2, DAX1 inh-2 0.9 and ssDAF-12 act -0.9.
`COC(=O)[C@H](C)NC(=O)Nc1cccc(C)c1` gave PLCg1 inh 0, hcDAF-12 act -1.1, DAX1 inh-1 -0.6, HGIII-sPLA2 inh 10, PLC-beta3 inh 6, ADAM10 inh -6, FXN GAA850 act 0.8, hgDAF-12 ag -0.9, ADAM17 inh -4, DAX1 inh-2 -0.4 and ssDAF-12 act -1.1.
`Cc1ccccc1-n1c(=O)cc(N2CCC3(CC2)OCCO3)[nH]c1=O` gave PLCg1 inh -1, hcDAF-12 act -0.6, DAX1 inh-1 0.8, HGIII-sPLA2 inh 9, PLC-beta3 inh -2, ADAM10 inh 2, FXN GAA850 act -2.1, hgDAF-12 ag -1.2, ADAM17 inh -5, DAX1 inh-2 -0.2 and ssDAF-12 act -1.9.
CCN(CC)S(=O)(=O)c1ccc(C)c(NC(=S)NNC(=O)C2CC2)c1 was read as PLCg1 inh 4, hcDAF-12 act 2.1, DAX1 inh-1 -0.4, HGIII-sPLA2 inh 20*, PLC-beta3 inh 4, ADAM10 inh 24*, FXN GAA850 act 2.0, hgDAF-12 ag -0.7, ADAM17 inh 9.7*, DAX1 inh-2 0.3 and ssDAF-12 act -1.1.
For CC(C)(C)[C@H]1COC(=O)CC/C=C\C[C@@H](CC(=O)N[C@H](CO)Cc2ccccc2)C(=O)N1 the results were PLCg1 inh 0, hcDAF-12 act 0.8, DAX1 inh-1 1.6, HGIII-sPLA2 inh 9, PLC-beta3 inh 0, ADAM10 inh -8, FXN GAA850 act -1.3, hgDAF-12 ag 1.9, ADAM17 inh -5, DAX1 inh-2 -0.2 and ssDAF-12 act -1.2.
For Cc1nc2c(-c3ccccc3)c(C)nn2c(C)c1CCC(=O)O the results were PLCg1 inh -38, hcDAF-12 act -1.1, DAX1 inh-1 -0.1, HGIII-sPLA2 inh -5, PLC-beta3 inh -48, ADAM10 inh -4, FXN GAA850 act -0.5, hgDAF-12 ag -0.7, ADAM17 inh 0, DAX1 inh-2 -0.1 and ssDAF-12 act -1.2.
For O=c1cc(CSc2nnc(-c3cccs3)n2Cc2ccccc2)nc2sc3ccccc3n12 the results were PLCg1 inh -4, hcDAF-12 act -5.3, DAX1 inh-1 -3.5, HGIII-sPLA2 inh -13, PLC-beta3 inh -10, ADAM10 inh -2, FXN GAA850 act -5.5, hgDAF-12 ag -7.4, ADAM17 inh 1, DAX1 inh-2 -3.3 and ssDAF-12 act -2.0.
CCn1cc(C(=O)NCc2ccc(OC)cc2)c(=O)c2ccc(C)nc21 was read as PLCg1 inh 1, hcDAF-12 act 0.3, DAX1 inh-1 1.7, HGIII-sPLA2 inh 0, PLC-beta3 inh 0, ADAM10 inh -2, FXN GAA850 act 1.5, hgDAF-12 ag 2.4, ADAM17 inh -2, DAX1 inh-2 0.1 and ssDAF-12 act -1.7.
For c1ccc(COCCCn2cc(-c3ccccc3)nn2)cc1 the results were PLCg1 inh 1, hcDAF-12 act -1.8, DAX1 inh-1 0.0, HGIII-sPLA2 inh -6, PLC-beta3 inh 3, ADAM10 inh -8, FXN GAA850 act 0.4, hgDAF-12 ag -1.2, ADAM17 inh 3, DAX1 inh-2 -0.1 and ssDAF-12 act -1.7.
Screening CCOc1ccc(/C=N/NC(=O)c2ccc(Cn3cc([N+](=O)[O-])cn3)o2)cc1 returned PLCg1 inh 5, hcDAF-12 act -0.1, DAX1 inh-1 1.0, HGIII-sPLA2 inh -2, PLC-beta3 inh 3, ADAM10 inh -4, FXN GAA850 act 2.8, hgDAF-12 ag 1.1, ADAM17 inh 0, DAX1 inh-2 0.3 and ssDAF-12 act -0.6.
Cc1cc(OC(C)C(=O)NCCCN2CCOCC2)c2c(C)cc(=O)oc2c1 (centres undefined) was read as PLCg1 inh -121, hcDAF-12 act 1.2, DAX1 inh-1 0.2, HGIII-sPLA2 inh -1, PLC-beta3 inh -194, ADAM10 inh -283, FXN GAA850 act 0.6, hgDAF-12 ag 1.2, ADAM17 inh -97, DAX1 inh-2 -0.1 and ssDAF-12 act -0.8.
For CCC(=O)N1CCc2cc(S(=O)(=O)CCC(=O)Nc3cccc(C)n3)ccc21 the results were PLCg1 inh -1, hcDAF-12 act -1.2, DAX1 inh-1 -1.7, HGIII-sPLA2 inh 0, PLC-beta3 inh 0, ADAM10 inh -25, FXN GAA850 act 0.6, hgDAF-12 ag -0.7, ADAM17 inh -4, DAX1 inh-2 0.0 and ssDAF-12 act -0.1.
For C=CCN1C(=O)[C@]2(c3ccccc31)C1CCCC=C1C(C#N)=C(N)C2(C#N)C#N (some centres undefined) the results were PLCg1 inh -13, hcDAF-12 act 0.7, DAX1 inh-1 1.2, HGIII-sPLA2 inh -5, PLC-beta3 inh -13, ADAM10 inh -4, FXN GAA850 act -3.8, hgDAF-12 ag -1.0, ADAM17 inh -2, DAX1 inh-2 0.5 and ssDAF-12 act -1.4.
Screening Cc1nnc(SCC(=O)NNC(=O)c2ccc(Br)cc2)n1C returned PLCg1 inh 4, hcDAF-12 act -0.1, HGIII-sPLA2 inh 6, PLC-beta3 inh 4, ADAM10 inh -9, FXN GAA850 act 2.9, hgDAF-12 ag 0.0, ADAM17 inh 1, DAX1 inh-2 -0.2 and ssDAF-12 act -0.1.
Screening N=C(N)SCc1nc2ccccc2c(=O)n1-c1ccccc1 returned PLCg1 inh -60&-38, hcDAF-12 act 3.5&-0.4, DAX1 inh-1 0.6&-1.0, HGIII-sPLA2 inh 3&10, PLC-beta3 inh -68&-50, ADAM10 inh -77&-51, FXN GAA850 act 1.1&2.3, hgDAF-12 ag 6.6&5.3, ADAM17 inh -19&-8, DAX1 inh-2 1.1&0.2 and ssDAF-12 act -0.6&-0.4.
Screening CCCCC(C(=O)O)C(C)CC(=O)Nc1nncs1 (centres undefined) returned PLCg1 inh 1, hcDAF-12 act 0.6, DAX1 inh-1 4.7*, HGIII-sPLA2 inh -1, PLC-beta3 inh -8, ADAM10 inh 8, FXN GAA850 act 1.5, hgDAF-12 ag 4.9, ADAM17 inh -2, DAX1 inh-2 0.3 and ssDAF-12 act -1.3.
Screening Cc1cc(C)c(OCC(=O)Nc2ccc(N3CCOCC3)cc2)c(Br)c1 returned PLCg1 inh 4, hcDAF-12 act 0.1, DAX1 inh-1 0.8, HGIII-sPLA2 inh 3, PLC-beta3 inh -5, ADAM10 inh 6, FXN GAA850 act 0.9, hgDAF-12 ag -0.7, ADAM17 inh 0, DAX1 inh-2 -0.8 and ssDAF-12 act -1.0.
CCC(C(=O)Nc1c2c(nn1C(C)(C)C)CS(=O)(=O)C2)c1ccccc1 (centres undefined) was read as PLCg1 inh 1, hcDAF-12 act 1.6, DAX1 inh-1 -0.1, HGIII-sPLA2 inh -1, PLC-beta3 inh 0, ADAM10 inh -1, FXN GAA850 act 1.6, hgDAF-12 ag -0.6, ADAM17 inh 2, DAX1 inh-2 1.6 and ssDAF-12 act -0.9.
